Bioassay records (PubChem BioAssay)
14-3-3 PPI: alters human 14-3-3 gamma binding to Raf peptide; 0.19% of 160,000 active; inhibition, % at 40 µM; AID 422; FP, 14-3-3gamma / TMR-pS259-Raf peptide binding; P61981; in the data active = inhibition above about 30%;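 also: 0% = protein plus tracer without compound and 100% = blank with tracer alone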
Target sequence (P61981 whole entry, looked up): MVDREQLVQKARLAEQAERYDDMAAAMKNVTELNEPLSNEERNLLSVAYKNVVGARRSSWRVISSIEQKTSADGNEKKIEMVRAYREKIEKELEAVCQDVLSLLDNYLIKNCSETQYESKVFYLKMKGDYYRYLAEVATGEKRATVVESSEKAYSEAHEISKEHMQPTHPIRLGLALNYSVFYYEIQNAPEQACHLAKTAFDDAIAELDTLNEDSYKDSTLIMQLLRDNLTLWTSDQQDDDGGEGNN
Active calls of the source: *; & = joins results of further samples.

14-3-3 PPI | mol
12 | COc1cc2c(cc1OC)C(Nc1ccc([N+](=O)[O-])cc1)=NC1(CCCC1)C2
-4 | Cc1cccc(-n2ncc3c(N4CCC(C)CC4)ncnc32)c1
-3 | O=C1N=C(N2CCOCC2)CS1
-10 | CC1CCN(S(=O)(=O)c2ccc(C(=O)Nc3ccccc3-c3nc4ccccc4[nH]3)cc2)CC1
3 | O=C(NCCCn1ccnc1)c1ccc2c(c1)OCCO2
-15 | CCOC(=O)CCc1c(C)nc(SCCCn2c(=O)[nH]c3ccccc32)c(C#N)c1C
-5 | COc1ccc(C(=O)N2CCSC2=S)cc1OC
-5 | Cc1cc(C)c(NC(=O)C2CCCN2CCO)c(C)c1 (configuration not stated)

14-3-3 PPI | mol
1 | O=C(CNS(=O)(=O)c1cccs1)Nc1ccc2c(c1)OCCO2
-7 | COc1ccc(C2C(C(C)=O)=C(O)C(=O)N2Cc2cccnc2)cc1OC (configuration not stated)
-4 | CCSCCOC(=O)C1=C(C)NC2=C(C(=O)C(C(=O)OC)C(C)C2)C1c1cccs1 (configuration not stated)
2 | Cc1cccc(C)c1N=C1C(=O)Nc2ccc(Br)cc21
-6 | COc1ccc(S(=O)(=O)NC2CC(C)(C)NC(C)(C)C2)cc1
-2 | O=C(CSc1nnc(COc2ccccc2)n1Cc1ccco1)c1ccc(F)cc1
2 | COCC(=O)NCc1ccc2c(c1)cc(C)n2C
-4 | c1ccc(C2=Nn3c(nnc3-c3cc(-c4ccccc4)n[nH]3)SC2)cc1

14-3-3 PPI | mol
-5 | O=C(CNC(=O)Cn1cnc2ccccc2c1=O)NCc1ccc(F)cc1
-37 | CC(=Nc1cc(C)ccc1O)c1c(C(F)(F)F)[nH]n(-c2nc3ccccc3s2)c1=O
-8 | Cc1ccc(-n2nc3c(c2NC(=O)c2ccc(S(=O)(=O)N(C)C)cc2)CSC3)c(C)c1
-5&-5 | CC(C)(C)[C@]1(O)CCN2C[C@H]3c4ccccc4CCc4cccc(c43)[C@@H]2C1
3 | CCOC(=O)N1CCN(C(=O)CSc2nnc(-c3cc(OC)ccc3OC)o2)CC1
-15 | C=CCSc1ncnc2sc3c(c12)CCC(C)C3 (configuration not stated)
3 | CCOC(=O)N1CCN(C(c2ccc(Cl)cc2)c2sc3nc(C)nn3c2O)CC1 (configuration not stated)
-10 | COc1ccc(C2CC(=O)C3=C(C2)NC(C)=C(C(=O)OC2CCCC2)C3c2ccccc2C)cc1OC (configuration not stated)

14-3-3 PPI | mol
-4 | COc1ccc(NC(=O)N(C2CCCCC2)C(C)c2ccco2)c(OC)c1 (configuration not stated)
4 | Cc1cccc(NC(=O)CCN2C(=S)NC(C)(C)CC2C)c1C (configuration not stated)
-5 | COc1cc(C(=O)Oc2ccc3oc(=O)sc3c2)cc(OC)c1OC
-6 | CCN(CC)S(=O)(=O)c1ccc(C(=O)Nc2nc3ccc(Cl)cc3s2)cc1
-11 | O=c1oc2c(-c3ccc(Br)cc3)cc(O)cc2s1
-1 | CCN(CC)C(=O)CSc1nc2ccsc2c(=O)n1CCc1ccc(Cl)cc1
-4 | Cc1ccc(-c2nc3ccccn3c2Nc2ccccc2C)o1
-7 | Cc1ccc(C)c(CSC2=NCCN2C(=O)c2cc3ccccc3o2)c1

The closing seven entries of the part above open the next one:
14-3-3 PPI | mol
4 | Cc1cccc(NC(=O)CCN2C(=S)NC(C)(C)CC2C)c1C (configuration not stated)
-5 | COc1cc(C(=O)Oc2ccc3oc(=O)sc3c2)cc(OC)c1OC
-6 | CCN(CC)S(=O)(=O)c1ccc(C(=O)Nc2nc3ccc(Cl)cc3s2)cc1
-11 | O=c1oc2c(-c3ccc(Br)cc3)cc(O)cc2s1
-1 | CCN(CC)C(=O)CSc1nc2ccsc2c(=O)n1CCc1ccc(Cl)cc1
-4 | Cc1ccc(-c2nc3ccccn3c2Nc2ccccc2C)o1
-7 | Cc1ccc(C)c(CSC2=NCCN2C(=O)c2cc3ccccc3o2)c1
-5 | CN(C1CCCCC1)S(=O)(=O)c1ccc2c(c1)c(=O)c(C(=O)N1CCN(c3ccccc3)CC1)cn2C
-1 | Cc1ccc(-n2ncc3c(Nc4c(C)n(C)n(-c5ccccc5)c4=O)ncnc32)c(C)c1
5 | Cc1c(C(=O)O)c2cc(O)ccc2n1-c1ccccc1
-9 | COCCCn1c(=N)c(C(=O)NCc2ccc3c(c2)OCO3)cc2c(=O)n3ccccc3nc21
-4 | O=C1CSC(c2cccc(C(F)(F)F)c2)N1c1ccc2ccccc2c1 (configuration not stated)
5 | O=C(CN1C(=O)c2ccccc2S1(=O)=O)Nc1cccc(Br)c1
-2 | COc1cccc(C2=CC(c3ccc(OC)c(OC)c3OC)n3ncnc3N2)c1 (configuration not stated)
6 | Fc1ccc(NCc2cn3ccccc3n2)cc1

An excerpt of these results, with each value named.
SMILES: COCCCn1c(=N)c(C(=O)NCc2ccc3c(c2)OCO3)cc2c(=O)n3ccccc3nc21
  14-3-3 PPI: -9

SMILES: O=C1CSC(c2cccc(C(F)(F)F)c2)N1c1ccc2ccccc2c1 (configuration not stated)
  14-3-3 PPI: -4

Next compounds
14-3-3 PPI | mol
10 | O=C(COc1ccc2oc3c(c2c1)CCCC3)Nc1ccccn1
-11 | O=C(NCc1ccccn1)C1CCC(=O)N1C1CCCC1 (configuration not stated)
-6 | COCC(=O)Nc1nnc(-c2cccs2)s1
-15 | N#Cc1ccccc1Cn1c(=O)n(Cc2ccc(C(=O)NCc3ccco3)cc2)c(=O)c2ccccc21
8 | CCNc1nc(NC(C)CC)nc(Oc2ccc(C(=O)OC)cc2)n1 (configuration not stated)
1 | COc1ccc(CCn2c(SCc3cc(=O)n4ccccc4n3)nc3ccc(N4CCOCC4)cc3c2=O)cc1OC
8 | CNc1ccc(Br)cc1-c1nc2ccccc2[nH]c1=O
1 | COCCNC(=O)C1CCN(S(=O)(=O)c2ccc(F)cc2)CC1

Continued, overlapping the part above by 2 compounds.
14-3-3 PPI | mol
8 | CNc1ccc(Br)cc1-c1nc2ccccc2[nH]c1=O
1 | COCCNC(=O)C1CCN(S(=O)(=O)c2ccc(F)cc2)CC1
-7 | CCOC(=O)c1ccc(Nc2c(C(=O)OCC)cnc3c(C)c(Cl)ccc23)cc1
-6 | c1c2c(cc3nsnc13)OCCO2
-6 | O=[N+]([O-])c1ccc(N2CCCC2)cc1NCCc1ccccc1
-11 | Nc1nc(Nc2cccc(C(F)(F)F)c2)nc(C(F)(F)F)n1
-10 | Cc1ccc(-c2noc(COc3ccc(C)cc3Br)n2)cc1
-7 | CC1=C(C(=O)OCC2CCCO2)C(c2cccc(O)c2)C2=C(CC(C)(C)CC2=O)N1 (configuration not stated)
1 | Cc1cc(C)cc(NS(=O)(=O)c2c(C)n[nH]c2C)c1
-7 | Cn1c(=O)c2c([nH]c(=S)n2Cc2cccc(C(F)(F)F)c2)n(C)c1=O

14-3-3 PPI | mol
-3 | Cc1ccc(NC(=O)c2cc(S(=O)(=O)NCC3CCCO3)ccc2F)cc1 (configuration not stated)
0 | O=C(CSc1nnc(-c2cnccn2)n1Cc1ccco1)c1ccc(Cl)cc1
-46 | COc1cc(NS(=O)(=O)c2ccc(Cl)s2)cc(OC)c1
-12 | CNc1ccc(NC(=O)c2ccc(C)cc2)c2c1C(=O)c1ccccc1C2=O
-2 | Cc1cc(C)c(OCC(O)CNC(C)(C)C)c(C)c1 (configuration not stated)
-22 | CC1CC(C)CN(C(=O)CSC2=Nc3ccccc3C3=NC(Cc4c[nH]c5ccccc45)C(=O)N23)C1 (configuration not stated)
-2 | CCOC(=O)c1ccc(S(=O)(=O)n2c(CN3CCCCC3)nc3ccccc32)cc1
-14 | O=C(CSc1nc2sc3c(c2c(=O)[nH]1)CCCC3)N1CCN(CCO)CC1

14-3-3 PPI | mol
-2 | Cc1ccnc2c1NC(=O)c1cccnc1N2C1CC1
-6 | CCN(CC)CCOC(=O)c1c(C)n(C)c2ccc(OC)cc12
-7 | O=c1cc(N2CCOCC2)oc2c(-c3ccccc3)cccc12
4 | CC1=C(C(=O)Nc2ccccc2)C(c2ccc([N+](=O)[O-])cc2)NC(=S)N1 (configuration not stated)
-4 | COc1ccc(C)cc1NS(=O)(=O)c1ccc(NS(=O)(=O)c2ccc(NC(C)=O)cc2)cc1
-6 | Cn1c(=O)c2c(nc(Br)n2Cc2ccc3ccccc3c2)n(C)c1=O
-13 | Cc1cc(I)ccc1NC(=O)Cn1cnc2scc(-c3ccccc3)c2c1=O
3 | Cn1c(=O)[nH]c(=O)c2c1nc(SCCCO)n2CCCc1ccccc1

14-3-3 PPI | mol
-7 | Cc1cc([N+](=O)[O-])ccc1NS(=O)(=O)c1ccc2c3c(cccc13)C(=O)N2
-3 | C=CCn1c(SCC(=O)Nc2cc3oc4ccccc4c3cc2OC)nnc1-c1cnccn1
-7 | CCOC(=O)c1ccc(S(=O)(=O)N2CCC(C(=O)OCC)CC2)cc1
3 | O=S(=O)(c1ccc(S(=O)(=O)N2CCN(Cc3ccccc3)CC2)cc1)N1CCOCC1
-2 | CCN(CC)C(=O)c1cc(-c2ccccc2OC)on1
-12 | CC(=O)O[C@H]1CC2(C)[C@@H](C[C@@H](O)[C@H]3[C@@]4(C)CC[C@@H](O)[C@@H](C)[C@@H]4CC[C@@]32C)C1=C(CCC=C(C)C)C(=O)O (some centres not stated)
3 | CCC(C)NC(=O)Cn1cc2c(n1)CCC(C)C2 (configuration not stated)
4 | Oc1ccc(C(=S)N2CCCCC2)cc1Cl

14-3-3 PPI | mol
3&-5 | COc1ccc(Nc2nc(C)cc(C)c2C(N)=O)c(OC)c1
-4 | CCCSc1nc(-c2cccs2)cc(C(F)(F)F)c1C#N
2 | O=c1cc(CN2CCN(c3ccc(F)cc3)CC2)nc2sccn12
-3 | CCOC(=O)N1CCN(S(=O)(=O)c2cc(OCC(N)=O)c(C)cc2Cl)CC1
3 | CCCOc1ccc(C2Nc3ccc4ncccc4c3C3=C2C(=O)CC(c2ccccc2)C3)cc1 (configuration not stated)
-4 | N#Cc1nc(-c2cccs2)oc1NCCc1ccccc1
-1 | Cc1ccc(C(=O)N2N=C(CC(C)C)CC2(O)C(F)(F)F)cc1 (configuration not stated)
0 | CCOC(=O)CSc1nnc(-c2ccc(Br)cc2)n1-c1ccccc1

14-3-3 PPI | mol
-10 | COc1cccc(NC(=O)CSc2nc3ccsc3c(=O)n2Cc2ccccc2)c1
-5 | CCOc1ccc(NC(=O)CN2C(=O)C3CC=CCC3C2=O)cc1 (configuration not stated)
-2 | CCc1nnc(NC(=O)c2ccc(S(=O)(=O)N3CCCCC3C)cc2)s1 (configuration not stated)
-3 | CCOC(=O)c1cc2c(=O)n3ccccc3nc2n(CCCOC)c1=NC(=O)c1ccc2ccccc2c1
-3 | CN(CCO)c1cc(N2CCCC2)c2nonc2c1[N+](=O)[O-]
-5&9 | CC1CCCN(C(=O)Cn2c(=O)oc3ccccc32)C1 (configuration not stated)
0 | NC(=O)c1ccccc1NC(=O)c1c(O)c2ccccc2[nH]c1=O
-6 | COC(=O)C1=CN(CCC23CC4CC(CC(C4)C2)C3)C=C(C(=O)OC)C1c1cccs1

3 compounds out of the list above, ordered by the value under 14-3-3 PPI, descending:
14-3-3 PPI | mol
0 | NC(=O)c1ccccc1NC(=O)c1c(O)c2ccccc2[nH]c1=O
-3 | CCOC(=O)c1cc2c(=O)n3ccccc3nc2n(CCCOC)c1=NC(=O)c1ccc2ccccc2c1
-5 | CCOc1ccc(NC(=O)CN2C(=O)C3CC=CCC3C2=O)cc1 (configuration not stated)

(cont.)
14-3-3 PPI | mol
-6 | Cc1ccc2nc(NC(=O)c3ccco3)sc2c1
10 | COC(=O)CSc1nc2cc3c(cc2cc1C)OCCO3
-3 | COc1ccc(OC)c(C2C(C(N)=O)=C(C)Nc3nc(-c4cccc(Cl)c4)nn32)c1 (configuration not stated)
-9 | Cc1cc2cc(C(c3nnnn3Cc3ccco3)N3CCc4ccccc43)c(=O)[nH]c2cc1C (configuration not stated)
6 | CCOc1ccc2nc(SC3CC(=O)N(c4ccc(OC)cc4OC)C3=O)sc2c1 (configuration not stated)
0 | Cn1c(CCN2CCOCC2)nc2cc(NC(=O)COc3ccccc3)ccc21
7 | Brc1cnc(N2CCCC2)nc1N1CCCCC1
-8&0 | N#Cc1c(N)c(C(=O)c2ccccc2)n2c1CCC2

14-3-3 PPI | mol
-7 | Cc1ccc([N+](=O)[O-])cc1N1C(=O)c2cccc([N+](=O)[O-])c2C1=O
-6 | COC(=O)[C@H](CC(C)C)NC(=O)NC1CCCc2ccccc21 (some centres not stated)
3 | CCOC(=O)Cn1c(CN(C)Cc2ccccc2)nc2c1c(=O)n(C)c(=O)n2C
-20 | CCOC(=O)c1c(Nc2nc(C)c(C(=O)NC)s2)sc(C)c1C
-1 | Nc1ncnc(NC2CCCCCCCCCCC2)c1[N+](=O)[O-]
-6 | CN(C)c1ccc(-c2nn3c(-c4ccccc4Cl)nnc3s2)cc1
-8 | COc1ccc(NC(=O)c2cccc(F)c2)c(OC)c1
-3 | Cc1cc(C)nc(SCC(=O)N2c3ccccc3C(C)CC2(C)C)n1 (configuration not stated)

14-3-3 PPI | mol
-13 | N#Cc1c(-c2ccc(Cl)cc2)cc(-c2ccccc2)nc1N
-5 | O=C(Nc1ccc(S(=O)(=O)Nc2nccs2)cc1)c1ccco1
-2 | Cc1nnc(SCC2CCCO2)n1-c1ccccc1 (configuration not stated)
-1 | CC(C)(C)c1cc(-c2ccccc2)no1
-1 | Cc1ccc(NC(=O)C2C3C=CC4(O3)C2C(=O)N(C(C)C)C4C(=O)NC2CCCC(C)C2C)cc1Cl (configuration not stated)
-8 | CN(CC(O)COCc1cccs1)C1CCCCC1 (configuration not stated)
8 | O=C(O)C1CCCN1C(=O)Nc1ccc(F)cc1 (configuration not stated)
-70 | CCCCN1C(=O)c2c(Oc3ccccc3Cl)cc([N+](=O)[O-])cc2Oc2ccccc21

14-3-3 PPI | mol
-11 | O=C(CNC(=O)c1ccc(Br)o1)Nc1cccc(-c2cnc3ccccc3n2)c1
-10 | O=C(CSc1nc2c(sc3ccccc32)c(=O)n1CCO)NC1CCCCC1
6 | Cc1cc(C)n(CCCNC(=O)c2ccc(S(=O)(=O)NCc3ccco3)cc2)n1
-2 | COc1cccc(CNc2ccc3c(c2)nc(C)n3C)c1
3 | Cc1ccc2cccc(SCC(=O)NCc3ccco3)c2n1
-19 | CS(=O)(=O)N(Cc1ccccc1Cl)c1ccc(C(=O)Nc2ccc3c(c2)OCO3)cc1

These rows are one share of the data, so the mix of outcomes need not match the whole.
